RAD54 inh: inhibitors of human RAD54 branch migration, primary screen, biochemical, fluorescence, single point. AID 602329, 2012. RAD54 Holliday junction branch migration, FAM/BHQ fluorescence. DNA repair and recombination protein RAD54-like (Homo sapiens), Q92698. 360,000 compounds, 0.14% hits. inhibition, % at 10.4 µM;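 active = mean normalized replicate activity at least 40 and at least half of replicates scoring 40 or more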;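 also: 0% = median of neutral control wells and 100% = median of positive control wells; inhibitors cause a drop in the FAM fluorescence signal; in these data hits start at about 50%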
Target sequence (Q92698 whole entry, looked up): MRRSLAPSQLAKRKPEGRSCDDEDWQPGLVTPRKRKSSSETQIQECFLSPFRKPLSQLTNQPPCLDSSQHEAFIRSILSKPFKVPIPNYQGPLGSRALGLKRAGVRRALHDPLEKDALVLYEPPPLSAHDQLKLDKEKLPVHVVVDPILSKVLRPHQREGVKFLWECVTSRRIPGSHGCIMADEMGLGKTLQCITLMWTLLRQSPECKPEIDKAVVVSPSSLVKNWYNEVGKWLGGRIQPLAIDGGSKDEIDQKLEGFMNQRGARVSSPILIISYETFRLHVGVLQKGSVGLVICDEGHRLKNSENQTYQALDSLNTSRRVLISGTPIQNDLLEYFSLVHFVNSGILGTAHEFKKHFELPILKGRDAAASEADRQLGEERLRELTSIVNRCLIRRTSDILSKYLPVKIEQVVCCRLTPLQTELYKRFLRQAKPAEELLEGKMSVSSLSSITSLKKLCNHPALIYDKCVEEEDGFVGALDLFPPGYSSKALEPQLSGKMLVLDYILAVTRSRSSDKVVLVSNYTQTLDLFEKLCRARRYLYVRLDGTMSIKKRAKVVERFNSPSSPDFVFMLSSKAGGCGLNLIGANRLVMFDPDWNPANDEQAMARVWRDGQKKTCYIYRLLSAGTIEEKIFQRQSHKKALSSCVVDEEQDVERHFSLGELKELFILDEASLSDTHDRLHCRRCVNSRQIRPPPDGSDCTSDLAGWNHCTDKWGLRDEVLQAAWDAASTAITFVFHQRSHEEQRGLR
GSIS activator: GLuc luminescence reporter in INS-1E cells, primary screen for activators of glucose-dependent secretion of insulin; INS-1E GLuc reporter insulin secretion, 2-3 h; activation, % at 16.6 µM; 370,000 compounds, 0.61% hits; AID 743287, 2014;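 active = lowest replicate activation of at least 40%, so every replicate reaches that level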;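 also: 0% = median of neutral control wells and 100% = median of IBMX positive control wells; some compounds called inactive have numbers as strong as hits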
Starred values were filed as active, the others as inactive. Only part of the results is shown; count on the stated rates, not on these rows.

A first look, 7 compounds:
SMILES	RAD54 inh	GSIS activator
COc1ccc(CN(C)C2CCCCC2)c(C)c1C	-3	-12
CCCn1c(C)nc2c(c1=O)c1nc3ccccc3nc1n2CCC1=CCCCC1	6	61*
CC(C)c1ccc(NC(=S)NC2CCN(Cc3ccccc3)CC2)cc1	-4	-31
COc1ccc(CN2CCC(=O)NC2=O)cc1	8	-4
CCN(CC)C(=O)COC(=O)c1ccc(O)cc1	16	21
CCOC(=O)c1c(NC(=O)CSc2nnnn2-c2ccc(OC)cc2)sc(C)c1C	9	3
Cc1c(CCOC(=O)C23CC4CC(CC(C)(C4)C2)C3)sc[n+]1Cc1ccccc1	5	25

Results, previewed entries included:
SMILES	RAD54 inh	GSIS activator
COc1ccc(CN(C)C2CCCCC2)c(C)c1C	-3	-12
CCCn1c(C)nc2c(c1=O)c1nc3ccccc3nc1n2CCC1=CCCCC1	6	61*
CC(C)c1ccc(NC(=S)NC2CCN(Cc3ccccc3)CC2)cc1	-4	-31
COc1ccc(CN2CCC(=O)NC2=O)cc1	8	-4
CCN(CC)C(=O)COC(=O)c1ccc(O)cc1	16	21
CCOC(=O)c1c(NC(=O)CSc2nnnn2-c2ccc(OC)cc2)sc(C)c1C	9	3
Cc1c(CCOC(=O)C23CC4CC(CC(C)(C4)C2)C3)sc[n+]1Cc1ccccc1	5	25
CCOC(=O)N1CCN(C(=O)CCN2C(=O)COc3ccccc32)CC1	-7	18
Cc1ccc(NC(=O)C(C)c2ccc(-c3ccccc3)c(F)c2)c(C)c1 (configuration not stated)	4	-2
CCC(C)N(NC(C)=O)c1nc(Cl)nc(NC(C)(C)C)n1 (configuration not stated)	-5	29
C/C(=N\Nc1nnc(-c2ccccc2)c(-c2ccccc2)n1)c1cccc([N+](=O)[O-])c1	5	19
COc1ccccc1NC(=O)CSc1nc(O)cc(=O)n1C	-7	7
CNS(=O)(=O)c1cccc(C(=O)OCC(=O)N2c3ccccc3CC2C)c1 (configuration not stated)	0	-3
CCCN(CC1CC1)C(=O)Nc1ccccc1C	7	40
CCOC(=O)C1CCN(C(=O)CNC(=O)OC(C)(C)C)CC1	-4	-3
CCSc1cc(C)nc2c(-c3ccccc3)c(C)nn12	6	-10
Cc1nc2nc3c(cn2n1)C(=O)CCC3	10	23
CCC(C)n1cnc2c(c1=O)c1nc3ccccc3nc1n2-c1ccc2c(c1)OCCO2 (configuration not stated)	9	-2
NC(=S)Cc1nc2n(n1)Cc1ccccc1-2	5	23
C=CCN(CC=C)C(=O)c1cc2ccccc2c(=O)o1	3	18
CCN(CC)C(=O)CC(c1ccc(F)cc1)c1ccco1 (configuration not stated)	-34	3
CN(C)CCCOC(=O)C1c2ccccc2Oc2ccccc21	1	-2
Clc1ccc(Cc2nc(-c3cccnc3)no2)cc1	-9	7
CC(C)n1nnnc1SCC(=O)NCc1ccco1	-5	-9
COc1ccc(CCNC(=O)c2cc(-c3cc(Cl)cc(Cl)c3)oc2C)cc1	-7	-20
CCOC(=O)N1CCN(C(=O)c2ccc3nc4ccc(Cl)cc4c(=O)n3c2)CC1	6	-13
CCCCN(CCNP(=O)(OCC)OCC)CP(=O)(OCC)OCC	-1	6
Cc1c(C)c2cc(Cl)c(O)c(CN3CCN(C)CC3)c2oc1=O	-1	4
CN(C)c1ccc2c(O)cc(=O)n(C)c2c1	0	8
Cc1ccc(NC2=NCC(=O)N2CCc2ccccc2)cc1C	4	-3
CCn1c(SCC(=O)c2ccc(Br)cc2)nnc1C(C)NC(=O)Cc1ccc(OC)cc1 (configuration not stated)	4	35
O=C(NC1CCCC1)C(c1ccccc1)N(C(=O)c1ccco1)C1CCCC1 (configuration not stated)	-7	-18
CCn1c(SCC(=O)Nc2ccccc2)nnc1-c1ccc(S(=O)(=O)N2CCOCC2)cc1	-2	-4
Cc1cc(C(=O)N2CCN(c3ccccn3)CC2)no1	3	5
CCc1nc(-c2ccc(C)nc2OC)no1	3	2
Cc1ccc(C)c(NC(=O)C2C(c3ccccc3)C2(Cl)Cl)c1 (configuration not stated)	5	-16
CCC(=O)c1c[nH]c(C(=O)NCCCN2CCOCC2)c1	1	5
CC(C)(C)n1nnnc1C(c1cccs1)N(Cc1cccnc1)Cc1ccccc1Cl (configuration not stated)	2	-11
CC(=O)Nc1cccc(C(=O)NC(C)c2ccc(S(N)(=O)=O)cc2)c1 (configuration not stated)	-2	6
CCn1cc(CNC(=O)C2C3CCC(C3)C2C(=O)O)cn1 (configuration not stated)	6	3
COc1cccc(OC)c1OCCN1CCN(C(=O)c2ccco2)CC1	-4	19
Cc1ccc(-n2c(=O)cc(NCc3cccnc3)[nH]c2=O)cc1	12	20
O=S(=O)(Nc1ccc(N2CCOCC2)nn1)c1ccccc1	-3	0
Cc1c(C(c2cccc(O)c2)c2c(C)n(C)n(-c3ccccc3)c2=O)c(=O)n(-c2ccccc2)n1C	4	2
Cc1ccc2[nH]c3c(c2c1)CN(C(=O)CN1CCN(c2ccccn2)CC1)CC3	1	1
COc1ccc(-c2noc(CCC(=O)N(C)c3cccc(C)c3)n2)cc1	-9	-8
c1ccc(Cn2nnnc2CN2CCCC2)cc1	-4	4
CCCCP(=O)(CCCC)Cc1ccccc1	-5	28
Cc1nn(-c2ccccc2)c(C)c1NS(=O)(=O)c1ccccc1	-1	7
CN1CCN(C(=O)c2c(NC(=O)c3ccco3)sc3c2CCC(C(C)(C)C)C3)CC1 (configuration not stated)	-1	-15
Cc1cccc(-c2nnc(SCc3ccc(C#N)cc3)n2Cc2ccco2)c1	7	-24
Cc1cc(=O)[nH]c(SCC2(O)C3CC4CC(C3)CC2C4)n1 (configuration not stated)	-8	-8
COc1ccc(S(=O)(=O)NC2CCCC2)c(Cl)c1Cl	-7	13
O=C(Nc1cccc([N+](=O)[O-])c1)c1ccc2c(c1)OCO2	9	7
S=c1[nH]nc(-c2cc3ccccc3o2)n1Cc1ccccc1	4	7
Cc1ccc(NC(=S)N(CCCN2CCOCC2)Cc2cccs2)c(C)c1	-4	13
Cc1ccc(C(=O)O)cc1S(=O)(=O)N1CCCC1	0	9
Cn1c(=O)c2[nH]cnc2n(-c2ccccc2)c1=O	6	2
Cc1cc(=O)oc2cc(NC(=O)CCC(=O)O)ccc12	9	9
Cc1cccc(OCCn2nc(C(=O)O)c3ccccc3c2=O)c1	1	12

Quoted from the listing, two compounds:
SMILES	RAD54 inh	GSIS activator
CN1CCN(C(=O)c2c(NC(=O)c3ccco3)sc3c2CCC(C(C)(C)C)C3)CC1 (configuration not stated)	-1	-15
Cc1cccc(-c2nnc(SCc3ccc(C#N)cc3)n2Cc2ccco2)c1	7	-24

Carrying on.
SMILES	RAD54 inh	GSIS activator
CC1(C)CC(=O)C=C(NCc2ccncc2)C1	6	6
COC(=O)c1ccc(CSc2nc3ccccc3o2)cc1	6	-1
CCn1ccc(=N)cc1	-6	-3
Fc1ccc(COc2ccc(Br)cc2CNCc2ccncc2)cc1	4	-16
CCOC(=O)C1CCCN(C/C(O)=C(\C#N)c2nc(-c3ccc(Cl)cc3)cs2)C1 (configuration not stated)	-7	-40
Cn1c(=O)cc(SCC(=O)N2CCN(Cc3ccc4c(c3)OCO4)CC2)c2ccccc21	4	10
COc1ccccc1CN(Cc1cc2c(C)ccc(C)c2[nH]c1=O)Cc1nnnn1Cc1ccco1	0	18
CC(C)CCNC(=O)CNC(=O)c1cccs1	-5	-1
CC1CCCCN1C(=O)c1ccc(C(=O)N2CCCCC2C)cc1 (configuration not stated)	-11	0
Cn1c(C(=O)NCCC2=CCCCC2)cc2c(=O)n3ccccc3nc21	-9	18
Cc1noc(C)c1S(=O)(=O)N1CCCC(C(=O)Nc2ccc(Cl)cn2)C1 (configuration not stated)	2	-12
CCN(CC)S(=O)(=O)c1ccc2[nH]c(=O)[nH]c2c1	7	11
O=S(=O)(N1CCCCC1)n1c(Cc2ccccc2)nc2ccccc21	3	-10
O=C(Nc1cccc(O)c1)c1cc(-c2ccco2)on1	-4	-26
O=C(CSc1nc2[nH]ncc2c(=O)n1-c1ccccc1Br)NCc1ccco1	-9	16
COc1ccc(-c2cc(C(=O)N3CCc4ccccc4C3)no2)cc1OC	-5	1
Clc1ccc(Nc2ncnc3ccc(Br)cc23)cc1	-12	-27
Cc1nn(CCCNC(=O)C2CCCO2)cc1Br (configuration not stated)	-4	-7
COc1ccc(C(=O)N[C@H](C(=O)Nc2ccc(OC)nc2)C(C)C)cc1	6	5
O=C(NCc1ccco1)c1cnn2c(C(F)(F)F)cc(-c3cccs3)nc12	10	-2
CCn1nnc(-c2ccccc2NS(=O)(=O)c2ccc(C(=O)OC)cc2)n1	1	-6
Nc1nc(-c2cccc(Br)c2)cs1	2	12
Cc1ccc2c(C(=O)CN3CCN(c4ccccc4)CC3)c(C)[nH]c2c1	4	-43
C=CCNC(=S)N/N=C/c1ccc(-c2cc(Cl)ccc2Cl)o1	-5	124*

Single records, from the list above. Screens in order: RAD54 inh | GSIS activator
Results for COc1ccc(C(=O)N[C@H](C(=O)Nc2ccc(OC)nc2)C(C)C)cc1 = 6 | 5
Results for O=C(CSc1nc2[nH]ncc2c(=O)n1-c1ccccc1Br)NCc1ccco1 = -9 | 16
Results for COc1ccc(-c2cc(C(=O)N3CCc4ccccc4C3)no2)cc1OC = -5 | 1

The listing continues:
SMILES	RAD54 inh	GSIS activator
CCC(CC)c1nnc(NC(=O)Oc2ccccc2)s1	-21	-12
O=C(CN1CCN(S(=O)(=O)c2ccc(F)cc2)CC1)Nc1ccc2c(c1)OCCO2	5	10
O=C(CCS(=O)(=O)c1ccc(Br)cc1)Nc1ccc2c(c1)OCO2	-3	2
Cc1ccc(S(=O)(=O)N2c3ccccc3NC(=O)C2CC(=O)Nc2ccccc2)cc1 (configuration not stated)	6	-7
COc1ccc(N2CCN(C(=O)CSc3nnc(Cn4nnc5ccccc54)n3C)CC2)cc1	0	16
O=C(CCCOc1ccccc1)N1CCN(c2ccc(F)cc2)CC1	-2	-25
Cn1nc(C(C)(C)C)cc1C(=O)Nc1nc2c(s1)C(=O)CC(C)(C)C2	-7	-7
O=C(c1cnc2sccn2c1=O)N1CCc2ccccc2C1	-7	-1
CC(C)CNC(=O)CSc1nnc(CN2CCCCCC2=O)n1-c1ccccn1	-8	-1
Cn1c(SCC(=O)NCc2cccs2)nnc1-c1cccs1	-1	-13
O=C1C(C=NC2CC2)=C(O)c2ccccc21	0	1
CCOc1ccccc1NC(=O)CSc1nnc(-c2ccccc2Cl)n1Cc1ccco1	5	-27
CSc1nnc2c3ccccc3c3ccccc3c2n1	-7	-12
Cc1nn(C)cc1NC(=O)CCSc1nc(-c2ccco2)cc(C(F)(F)F)n1	-1	15
Cc1ccc([N+](=O)[O-])c2cccnc12	-1	-18
CCCCC(=O)Nc1nn(CCC)c2nc3ccccc3cc12	1	4
COc1cc(S(=O)(=O)NCC2OCCc3ccccc32)ccc1-n1cnnn1 (configuration not stated)	6	-7
Cc1ccc(SCCC(=O)NC(C)(C)C)cc1	-16	9
CCOC(=O)CSc1nc(C2CC2)cc(-c2ccc(F)cc2)c1C#N	-4	-8
CCOc1ccc(C(=O)N(Cc2ccc(OC)cc2)Cc2cc3cc(OC)ccc3[nH]c2=O)cc1	5	5
COc1ccc(OC)c(NC(=O)CSc2nc(C)cs2)c1	1	12
O=C1N2CCCc3cccc(c32)C12Nc1ccccc1S2 (configuration not stated)	0	14
Cc1cccc(OCC(=O)Nc2cccc3nsnc23)c1	2	-3
CC(C)(C)c1ccc(OC(=O)c2cccnc2)cc1	6	-13
CC(=O)N(C)c1ccc(NC(=O)/C=C/c2ccccc2Cl)cc1	1	1
O=C(CCNS(=O)(=O)c1cccs1)NCc1ccccc1	3	-2
Cc1nc2ccccc2n1-c1nc(-c2ccco2)cc(C(F)(F)F)n1	-8	25
O=C(NNC(=S)Nc1ccc(F)cc1)c1ccccc1OC(F)F	-1	13
O=C(COc1ccc(S(=O)(=O)N2CCCC2)cc1Cl)NCc1ccc2c(c1)OCO2	4	-7
Cc1ccc(-n2c(=O)cc(N3CCC(C)CC3)[nH]c2=O)cc1	-9	7
c1ccc(Oc2nc3ccccc3n3cccc23)cc1	8	-8
COc1cc(/C=N/NC(=O)c2cccc([N+](=O)[O-])c2)ccc1OCc1ccc(C)cc1	-14	51
COc1ccc(OC)c(C(=O)/C=C/c2ccccc2C(F)(F)F)c1	-1	2
Nc1ccccc1OCCOCCOc1ccccc1N	11	-4
CCOc1cc(NC(=O)c2ccco2)c(OCC)cc1NC(=O)c1cc(OC)c(OC)c(OC)c1	-3	45*
CCOC(=O)C(CC)n1cnc2c(nnn2-c2ccc(OC)cc2)c1=O (configuration not stated)	7	3
O=C(c1ccc2ccccc2c1)N1CCN(c2ccc(O)cc2)CC1	10	-16
COc1cc(Br)c(S(=O)(=O)Nc2c(C)n(C)n(-c3ccccc3)c2=O)cc1OC	-12	22
CCCC(=O)Nc1cc(-c2nn(C)c(=O)c3ccccc23)ccc1N1CCCCC1	-4	-26
COc1ccc(C2(NC(C)=O)CCN(C(=O)c3cccs3)CC2)cc1	-8	1
Cc1cccc(NCc2ccccc2O)n1	1	-15
Cc1ccsc1C(=O)OCC(=O)c1cc(C)n(CC2CCCO2)c1C (configuration not stated)	-3	-23
CCCN(CCC)C(=S)NC(=O)c1ccc(-c2ccccc2)cc1	-6	-32
O=CNc1ccc(S(=O)(=O)NCc2ccccc2)cc1	1	3
COc1ccc2nc(SCC(=O)Nc3c(C)cc(C)cc3C)[nH]c2c1	-13	4
CC(=O)N1c2c(ccc3ccccc23)C(C)CC12CCCCC2 (configuration not stated)	4	25
O=C(NCc1ccccc1)Nc1cccn(Cc2ccccc2)c1=O	-3	-8
CC(=O)NCCC(=O)Nc1ccc(C)c(F)c1	9	-3

2 entries drawn at random from those above:
SMILES	RAD54 inh	GSIS activator
Cc1cccc(OCCn2nc(C(=O)O)c3ccccc3c2=O)c1	1	12
Fc1ccc(COc2ccc(Br)cc2CNCc2ccncc2)cc1	4	-16
